mHTT-CaM PPI inh – inhibitors of human mutant huntingtin-calmodulin interaction; P42858; AlphaScreen His-mHTT/GST-CaM binding, luminescence; inhibition, % at 15 µM; 190,000 tested, 3.6% active; AID 1671202;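 also: 0% = both proteins with DMSO and 100% = one protein alone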
Target sequence (P42858 whole entry, looked up, stated change not applied): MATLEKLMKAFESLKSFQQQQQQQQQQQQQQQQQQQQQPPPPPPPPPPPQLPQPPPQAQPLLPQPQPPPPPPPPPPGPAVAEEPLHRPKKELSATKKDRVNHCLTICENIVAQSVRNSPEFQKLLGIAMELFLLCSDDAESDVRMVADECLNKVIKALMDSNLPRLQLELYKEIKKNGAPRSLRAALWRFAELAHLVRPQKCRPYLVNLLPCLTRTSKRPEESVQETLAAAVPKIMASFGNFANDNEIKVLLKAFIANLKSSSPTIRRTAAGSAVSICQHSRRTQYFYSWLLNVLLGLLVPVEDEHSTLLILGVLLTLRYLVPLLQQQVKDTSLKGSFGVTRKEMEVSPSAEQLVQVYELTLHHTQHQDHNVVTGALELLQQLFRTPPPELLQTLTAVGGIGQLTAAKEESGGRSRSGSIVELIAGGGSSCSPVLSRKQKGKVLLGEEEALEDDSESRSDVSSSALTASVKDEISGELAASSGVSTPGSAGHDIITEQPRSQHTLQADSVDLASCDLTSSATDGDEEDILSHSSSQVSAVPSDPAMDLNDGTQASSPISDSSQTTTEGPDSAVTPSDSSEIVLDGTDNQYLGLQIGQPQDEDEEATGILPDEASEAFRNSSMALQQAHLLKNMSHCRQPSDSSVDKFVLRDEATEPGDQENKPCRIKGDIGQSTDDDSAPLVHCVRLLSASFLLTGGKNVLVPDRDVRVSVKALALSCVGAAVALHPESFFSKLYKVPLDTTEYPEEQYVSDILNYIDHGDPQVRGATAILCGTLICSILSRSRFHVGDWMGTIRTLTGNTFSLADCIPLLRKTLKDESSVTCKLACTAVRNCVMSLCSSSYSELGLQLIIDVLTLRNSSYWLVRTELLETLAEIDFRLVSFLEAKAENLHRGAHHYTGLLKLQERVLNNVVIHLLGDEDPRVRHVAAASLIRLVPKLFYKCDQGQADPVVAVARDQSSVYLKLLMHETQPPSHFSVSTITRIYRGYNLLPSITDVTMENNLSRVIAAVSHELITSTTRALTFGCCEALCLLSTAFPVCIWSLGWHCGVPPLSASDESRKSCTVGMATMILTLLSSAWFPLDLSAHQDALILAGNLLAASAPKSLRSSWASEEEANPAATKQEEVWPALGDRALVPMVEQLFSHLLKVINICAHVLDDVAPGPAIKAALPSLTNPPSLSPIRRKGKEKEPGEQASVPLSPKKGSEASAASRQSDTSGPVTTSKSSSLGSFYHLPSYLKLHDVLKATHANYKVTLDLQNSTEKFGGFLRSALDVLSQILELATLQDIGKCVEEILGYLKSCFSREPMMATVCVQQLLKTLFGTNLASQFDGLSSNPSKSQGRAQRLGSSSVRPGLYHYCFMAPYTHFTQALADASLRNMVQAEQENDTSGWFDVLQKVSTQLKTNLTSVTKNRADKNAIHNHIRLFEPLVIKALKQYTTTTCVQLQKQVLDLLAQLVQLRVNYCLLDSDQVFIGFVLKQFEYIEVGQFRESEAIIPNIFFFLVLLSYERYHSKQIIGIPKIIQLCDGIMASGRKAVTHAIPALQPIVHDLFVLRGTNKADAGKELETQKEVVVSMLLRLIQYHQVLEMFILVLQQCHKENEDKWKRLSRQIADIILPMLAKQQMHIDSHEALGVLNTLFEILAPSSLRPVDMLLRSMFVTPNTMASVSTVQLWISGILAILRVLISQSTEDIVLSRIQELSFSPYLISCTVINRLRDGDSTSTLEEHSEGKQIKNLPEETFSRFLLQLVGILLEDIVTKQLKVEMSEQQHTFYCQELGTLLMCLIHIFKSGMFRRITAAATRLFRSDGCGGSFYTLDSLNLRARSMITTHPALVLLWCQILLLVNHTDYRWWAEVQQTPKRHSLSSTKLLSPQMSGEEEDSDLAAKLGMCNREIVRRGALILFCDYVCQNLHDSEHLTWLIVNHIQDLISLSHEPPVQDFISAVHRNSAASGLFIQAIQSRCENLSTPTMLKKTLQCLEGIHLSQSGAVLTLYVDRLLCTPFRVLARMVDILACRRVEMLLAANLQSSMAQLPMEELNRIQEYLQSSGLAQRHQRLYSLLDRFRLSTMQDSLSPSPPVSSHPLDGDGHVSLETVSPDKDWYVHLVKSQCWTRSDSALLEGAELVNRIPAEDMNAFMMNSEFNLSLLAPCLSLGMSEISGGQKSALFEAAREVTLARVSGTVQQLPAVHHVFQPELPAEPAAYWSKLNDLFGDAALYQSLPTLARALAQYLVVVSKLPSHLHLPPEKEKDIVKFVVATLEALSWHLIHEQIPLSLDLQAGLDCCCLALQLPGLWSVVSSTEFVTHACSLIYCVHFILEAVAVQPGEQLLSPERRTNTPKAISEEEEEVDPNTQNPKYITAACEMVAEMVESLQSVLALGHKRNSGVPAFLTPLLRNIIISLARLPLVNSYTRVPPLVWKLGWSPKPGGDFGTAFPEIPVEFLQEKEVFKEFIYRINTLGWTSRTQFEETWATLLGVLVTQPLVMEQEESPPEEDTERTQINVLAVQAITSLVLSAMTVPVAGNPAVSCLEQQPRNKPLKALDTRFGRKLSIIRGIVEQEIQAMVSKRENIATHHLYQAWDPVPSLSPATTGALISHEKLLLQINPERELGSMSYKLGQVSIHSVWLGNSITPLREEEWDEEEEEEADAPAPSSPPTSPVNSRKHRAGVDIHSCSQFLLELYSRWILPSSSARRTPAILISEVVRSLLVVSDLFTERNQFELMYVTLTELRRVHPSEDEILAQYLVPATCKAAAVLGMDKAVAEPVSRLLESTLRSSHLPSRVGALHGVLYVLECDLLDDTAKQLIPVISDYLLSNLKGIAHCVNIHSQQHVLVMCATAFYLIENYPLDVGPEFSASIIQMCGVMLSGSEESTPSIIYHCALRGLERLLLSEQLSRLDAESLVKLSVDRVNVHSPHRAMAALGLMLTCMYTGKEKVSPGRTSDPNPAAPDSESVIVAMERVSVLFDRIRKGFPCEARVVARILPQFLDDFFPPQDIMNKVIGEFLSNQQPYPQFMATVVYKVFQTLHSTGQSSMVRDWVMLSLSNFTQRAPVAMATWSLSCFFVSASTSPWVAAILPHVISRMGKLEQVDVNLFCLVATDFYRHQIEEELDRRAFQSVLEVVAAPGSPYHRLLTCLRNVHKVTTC
Pf apPOL inh – Pf-apPOL DNA polymerase inhibition; Recombinant Pf-apPOL, molecular beacon fluorescence, 1.5 h; inhibition, % at 10 µM; 210,000 tested, 0.25% active; AID 1794808
Active calls of the source: *; . = no result given; & = joins results of further samples. Rule as the data show it: active = inhibition above about 50%; inactive = the rest.

SMILES | mHTT-CaM PPI inh | Pf apPOL inh
O=C1C(=Cc2cc(Br)cc3c2OCOC3)Oc2cc(OC(=O)C3CC3)ccc21 | 10 | -12
O=C(c1cn2ccccc2n1)N1CCC(N2CCCCC2)CC1 | -4 | 1
O=C(Cn1nc(-c2ccccc2)ccc1=O)c1ccccc1 | 2 | -4
Cc1ccc(NC2=C(n3nnc4ccccc43)C(=O)c3ccccc3C2=O)cc1 | 52* | 3
Cc1nc2ccccn2c1-c1csc(NCc2ccccc2)n1 | 36&17 | -3&-10
O=C(c1ccc(-c2ccccc2)cc1)N1CCN(Cc2ccc3c(c2)OCO3)CC1 | 24 | -9
CC1(C)CC(CCNCc2ccccc2)(c2ccccc2)CCO1 (stereo not given) | -4 | 1
Cc1ccccc1Cc1c(C)nc2nc(SCC(=O)N3CCCC3)nn2c1C | 0 | -4
CCNC(=O)N1CCCC(c2cccc(C(=O)NCc3ccc(OC)cc3)c2)C1 (stereo not given) | 5 | -1
Cc1ccc(-c2nc(C=Nc3ccc(O)cc3)c(O)o2)cc1 | -3 | 2
COc1ccc(-c2nnc3ccc(SCC(=O)NCc4ccco4)nn23)cc1OC | -1 | -3
COc1ccc(Oc2coc3c(CN4CCCCCC4)c(O)ccc3c2=O)cc1 | 97* | -3
O=C(c1ccncc1)N1CCCn2nc(-c3cccnc3)cc2C1 | -3 | 0
NC(=O)C(Br)C12CC3CC(CC(C3)C1)C2 (stereo not given) | -4 | 0
COc1ccc(SC[C@H](Cc2ccccc2)N2CCN(CC(C)C)CCC2=O)cc1 | -30 | -5
COc1cccc(-c2cc(C3CCN(C(=O)Nc4cccc(F)c4)CC3)[nH]n2)c1 | 10 | -3
CCc1ccc(C2C(C#N)=C(SCC(=O)c3cccc([N+](=O)[O-])c3)NC(C)=C2C(C)=O)cc1 (stereo not given) | 45 | -3
COc1ccccc1-c1ccc(N2CCN(C(=O)c3cccs3)CC2)nn1 | -6 | -8
O=C(NCCC1=CCCCC1)C(=O)NCC1(O)CCOc2ccccc21 (stereo not given) | -1 | -2
Cc1ccc(S(=O)(=O)N2CCC(CN3CCC(C)CC3)CC2)cc1 | -11 | -2
COc1ccc(Nc2ncc3c(n2)CCN(Cc2cccc(F)c2)C3)c(OC)c1 | 2 | -6
CN(C)C(=O)c1nc(-c2ccccc2)nc2c1OCCO2 | -10 | -1
COc1cc(SC)ccc1C(=O)Nc1ccc(S(N)(=O)=O)cc1 | -3 | -8
COc1ccc(N2C[C@H](CSC)[C@@H](CC(=O)Nc3ccccc3)C2=O)cc1 | 10 | -4
COc1cc(NC(=O)CN2C(=O)c3ccc([N+](=O)[O-])cc3C2=O)c(C(=O)O)cc1OC | -4 | -1
COc1cccc(-c2cc3n(n2)CCCN(C(=O)c2ccncc2)C3)c1 | -1 | -4
O=C(Nc1ccc2c(c1)OCCO2)C1CCN(c2nccnc2Oc2ccccc2)CC1 | 3 | -2
CC(C)n1nnc2cc(C(=O)Nc3ccc(Cl)cc3)ccc21 | . | -1
O=C(CCCCC(=O)NCCC1=CCCCC1)NCCC1=CCCCC1 | -6 | .
N#Cc1ccccc1Nc1sc(C(=O)c2ccccc2)c(N)c1C#N | 10 | 0
Cc1ccc(CNC(=O)OC(C)(C)C)c(/C=C/S(=O)(=O)NCc2ccc(F)cc2)c1 | -6 | -4
CN(C)C(=O)c1cn(-c2ccccc2)nc1-c1cccnc1 | -6 | -3
CCc1ccc(OCC(=O)Nc2cc(-c3nc4ncccc4o3)ccc2Cl)cc1 | 19 | 5
CCN1C(=O)C(=CC=Cc2ccccc2)SC1=S | 21 | -6
CC(C)CCNC(=O)C1CCN(c2nc3ccsc3c(=O)n2Cc2ccccc2)CC1 | -4 | -5
CN1CCN(C2CN(Cc3cn(Cc4ccc(F)cc4)nn3)S(=O)(=O)C2)CC1 (stereo not given) | -3 | -5
CC(=O)Nc1nonc1N1C(=N)S/C(=C\c2ccc(-c3ccc(F)c(Cl)c3)o2)C1=O | 26 | 1
Cc1ccc(CNC(=O)C2CCN(c3nc4ccccc4o3)CC2)cc1 | 8 | -6
Cc1nc(-c2ccc(C(=O)Nc3ccc(F)cc3C)cc2)cs1 | -2 | 3
O=S1(=O)CCO[C@H]2CCCC[C@@H]2N1Cc1ccccc1F | -6 | -3

One compound at a time (already shown).
`CC(C)CCNC(=O)C1CCN(c2nc3ccsc3c(=O)n2Cc2ccccc2)CC1` is entered as mHTT-CaM PPI inh = -4; Pf apPOL inh = -5
`Cc1ccc(CNC(=O)OC(C)(C)C)c(/C=C/S(=O)(=O)NCc2ccc(F)cc2)c1` is entered as mHTT-CaM PPI inh = -6; Pf apPOL inh = -4
`Cc1ccc(NC2=C(n3nnc4ccccc43)C(=O)c3ccccc3C2=O)cc1` is entered as mHTT-CaM PPI inh = 52*; Pf apPOL inh = 3

Next part.
SMILES | mHTT-CaM PPI inh | Pf apPOL inh
CCc1ccccc1N1C=C(C#N)S(=O)(=O)c2ccccc21 | -9 | 1
CC(=O)N1CCN(c2cc(Oc3cc(C)ccc3F)ncn2)CC1C (stereo not given) | 0 | -3
Cc1nnc(SCc2c(C)cc(C)c(CSc3nnc(C)s3)c2C)s1 | -8&-6 | -1
O=C1CCCC2=C1C(c1cccs1)n1ncnc1N2 (stereo not given) | -6 | -4
CC(Oc1ccccc1F)C(=O)NCCCn1ncccc1=O (stereo not given) | -16 | -4
N#Cc1conc1-c1cccc([N+](=O)[O-])c1 | 5 | 0
CCCN(C)C(=O)c1cc2cn(C(C)C)cc2s1 | 10 | -4
CS(=O)(=O)N1CCCC(OCc2nc(-c3cccnc3)no2)C1 (stereo not given) | -18 | -2
O=C(Nc1nncs1)c1cccs1 | -5 | .
O=C(Nc1c2c(nn1-c1ccc([N+](=O)[O-])cc1)CS(=O)(=O)C2)c1cc(Cl)ccc1Cl | 5 | 3
CCc1ccc(CNC(=O)CCC(=O)N2CC3CCCN3c3ccccc32)cc1 (stereo not given) | 55* | -2
Fc1ccc(C2=CC(c3cccs3)n3nnnc3N2)cc1 (stereo not given) | -1 | -5
CCCCCCCCCCCCSC(=S)NCC1CCCO1 (stereo not given) | . | -3
CN(C(=O)CSc1cc(NCc2ccc(Cl)cc2)ncn1)C1CCCCC1 | 1 | -7
CCNC(=O)c1csc(CN2CCN(c3cccc(Cl)c3)CC2)n1 | 8 | -3
CCc1nc2c(NC(=O)c3cc(C)ccc3C)cccn2n1 | -1 | 2
Cc1cc2n(n1)CCC(=O)N2CCCC(=O)NCC(C)c1ccccc1 (stereo not given) | 1 | -5
O=C1CCCN1c1ccc(S(=O)(=O)Nc2cccnc2)cc1 | -1 | 3
COc1ccc(-c2ncc3c(n2)CCN(C(=O)CC(C)(C)C)C3)cc1 | -4 | 0
COc1cc([N+](=O)[O-])ccc1NC(=O)c1cccnc1 | 6 | -7
O=C(CN1C(=O)CSC1=O)Nc1ccc(Cl)cc1 | 2 | -11
Cc1c(N=Cc2cccn2-c2ccc([N+](=O)[O-])cc2)c(=O)n(-c2ccccc2)n1C | 33 | 1
CC1(C)CC(=O)C(C(C2=C(O)CC(C)(C)CC2=O)c2ccc(Cl)cc2Cl)C(=O)C1 (stereo not given) | -4 | 20
O=C1NC(=S)S/C1=C/c1ccoc1 | -1 | .
NC(=O)c1ccc(Oc2cc(Cl)cc(Cl)c2)c([N+](=O)[O-])c1 | . | -3
COc1ccc(C(=O)N2CCC3(CC2)NC(=O)N(Cc2ccccc2Cl)C3=O)cc1 | 12 | 1
Cc1cccc(-c2noc(-c3cccnc3N3CCC(C(=O)NC4CC4)CC3)n2)c1 | -5 | -5
O=c1sc(-c2ccccc2)nc(O)c1Cc1ccccc1 | . | 11
CCNC(=O)c1cccnc1N1CCOCC1 | 2 | -5
CC1CCc2c(C(=O)NCCCc3ccccc3)csc2C1 (stereo not given) | -13 | -4
Cc1noc(COC2CCN(C(=O)c3ccncc3)CC2)n1 | -1 | -6
Cc1ccc(-c2nnc(N3CCC(C(=O)N4CCCC4)CC3)o2)cc1 | -10 | -5
CC1CCC(C(C)C)C2=C1C(c1ccc(N(C)C)cc1)C(C(N)=O)C(=O)N2 (stereo not given) | 22 | -7
O=C1CSC(=NC2CC2)N1Cc1cccs1 | . | -12
Cc1ccccc1NC(=O)C1(N(C)C(=O)Cc2nc(N)n[nH]2)CCCCC1 | 35 | -5
Nc1[nH]n2c(=O)c3ccccc3nc2c1C(=O)Nc1ccccc1 | 33 | -5
CN(C)C(=O)c1cc2cccc3c2n1CCS3 | 1 | 0
Cc1sc2c(=O)n(C3CC3)cnc2c1C(=O)NCc1ccccc1Br | 2 | -1
Cc1nc(-c2ccc(F)cc2)nc2c1CC(=O)N2CC(C)C | -7 | -2
CC(C)c1ccc(/C=C/C(=O)Nc2cccc(NC(=O)c3ccco3)c2)cc1 | 30 | 3

Next section (6 carried over from the part before).
SMILES | mHTT-CaM PPI inh | Pf apPOL inh
Cc1ccccc1NC(=O)C1(N(C)C(=O)Cc2nc(N)n[nH]2)CCCCC1 | 35 | -5
Nc1[nH]n2c(=O)c3ccccc3nc2c1C(=O)Nc1ccccc1 | 33 | -5
CN(C)C(=O)c1cc2cccc3c2n1CCS3 | 1 | 0
Cc1sc2c(=O)n(C3CC3)cnc2c1C(=O)NCc1ccccc1Br | 2 | -1
Cc1nc(-c2ccc(F)cc2)nc2c1CC(=O)N2CC(C)C | -7 | -2
CC(C)c1ccc(/C=C/C(=O)Nc2cccc(NC(=O)c3ccco3)c2)cc1 | 30 | 3
O=C(CCN1CCN(c2ccccn2)CC1)Nc1ccc(F)cc1 | 1 | -1
O=C1OC2CC1N(C(=O)C13CC4CC(CC(C4)C1)C3)C2 (stereo not given) | -1 | -5
CCOc1cc2c(cc1OCC)C1CC(=O)N(c3cccc(C)c3)C(=O)N1CC2 (stereo not given) | 15 | -4
Cn1ncc(C(=O)Nc2ccc(Cl)cc2)c1C(F)(F)F | . | -1
CCOc1cc(-c2ccc(OC)c(OC)c2)cc(=O)c2c(C)oc(C)c12 | 44&28 | 10&-6
COc1ccc(C=Nc2ccc(C(N)=O)cc2)cc1 | 19 | 2
Cc1nn(-c2cc(C)c3ccccc3n2)c2c1CCC2 | 16 | 3
CC(C)(C)NS(=O)(=O)c1ccc2c(c1)C(=O)c1cc(S(=O)(=O)NC(C)(C)C)ccc1-2 | 12 | -4
COc1cc(/C=C2/C(=O)N(c3cccc(Cl)c3)N=C2C)cc(Br)c1O | 78* | -2
Cc1ccc(C)c(C2C(C#N)=C(N)OC3=C2C(=O)CCC3)c1 (stereo not given) | 2 | -10
CN1CCN(C(=O)C2COC3(CCCCC3)N2C(=O)c2ccccc2)CC1 (stereo not given) | -4 | 3
CC(=NCc1ccco1)c1c(-c2ccccc2)[nH]n(-c2nc3ccccc3s2)c1=O | 8 | 9
CC(C)CCNC(=O)c1cccc(-c2nc(-c3ccccc3)no2)c1 | -9 | 1
COc1ccc(CC(=O)N2CCC(c3nc(C(=O)N(C)C)c(C)o3)CC2)c(Cl)c1 | 18 | -5
COc1ccc(CN2CCN(Cc3ccc4c(c3)OCO4)CC2)cc1OC | 5 | -4
Cn1nc(NC(=O)COCC(=O)O)c2c(F)cccc21 | . | 0
COCCCNC(=O)C1CCN(c2nc3ccc(-c4ccsc4)nc3s2)CC1 | 8 | -2
CC1CN(S(=O)(=O)c2ccc3oc4ccccc4c3c2)CC(C)O1 (stereo not given) | -5 | .
Cc1ccccc1-c1cc(N2CCN(C(=O)c3cccn3C)CC2)ncn1 | 11 | -1
CCOc1ccc(N2CC(c3nnc(NC(=O)Cc4ccc(OC)cc4)o3)CC2=O)cc1 (stereo not given) | 10 | -4
O=C(Nc1ccc(-c2noc(-c3ccccc3[N+](=O)[O-])n2)cc1)c1ccc(Br)o1 | 19 | -6
CCOC(=O)c1ccc(CNC(=O)N2CCc3c(nc[nH]c3=O)C2)cc1 | -3 | -4
Cc1cccc(N2CCN(C(=O)CC(C)C)C(C)C2=O)c1 (stereo not given) | -10 | -3
COCCOC(=O)c1c(C)oc2ccc(OC(=O)C3CC3)cc12 | -17 | -4
O=C(Nc1nnc(C(c2ccccc2)c2ccccc2)s1)Nc1ccccc1F | -7 | -8
O=C(ON=C1CC2CCCC(C1)N2Cc1ccccc1)c1ccccc1 | . | -11
CCCc1ccc(OCCNC(=O)C(C)N2C(=O)c3ccccc3C2=O)cc1 (stereo not given) | 2 | -11
CNC(=S)NNC(=O)c1ccccn1 | . | -104
CCN(CC)C(=O)NCC1CC(CNC(=O)N(CC)CC)C1(C)C (stereo not given) | 3 | -1
O=C(Nc1ccc(Cl)cc1)N1CCCC(c2cccc(C(=O)N3CCCCC3)c2)C1 (stereo not given) | 7 | -7
COCCN1C(=O)Cc2ccccc2C1C(=O)NCc1cccc(Br)c1 (stereo not given) | 10 | -4
CS(=O)(=O)c1ccc(Nc2nc(C(=O)Nc3ccc(F)c(Cl)c3)cs2)cc1 | -9 | -5
N#CCSc1nnc2c(n1)[nH]c1ccccc12 | -2 | .
O=C(NCc1cc(-c2cccs2)on1)c1ccccc1C(F)(F)F | -4 | -11
Cc1ccc(C2C=C(c3ccc(Br)cc3)Nc3ncnn32)c(C)c1 (stereo not given) | 4 | -2
CCOC(=O)c1oc(C(=O)OCC)c(O)c1O | . | -10
CC1CCN(c2ccc([N+](=O)[O-])cc2S(=O)(=O)N2CC(C)OC(C)C2)CC1 (stereo not given) | 3 | 3
COCCN1C(=O)Cc2ccccc2C1C(=O)N1CCCCC1 (stereo not given) | -12 | -2
CC(C)c1ccccc1OCCNS(C)(=O)=O | -6 | -2
CC1CCc2c(sc(NC(=O)c3ccco3)c2C#N)C1 (stereo not given) | . | -6
CCc1c(C2CCN(C(=O)C3(c4ccccc4)CC3)CC2)noc1N | 4 | 0
Cc1ccc(Cn2nnc3c2-c2cc(F)ccc2S(=O)(=O)N(C(C)(C)C)C3)cc1 | 1 | -2
O=C(NCc1ccccc1Br)c1cn2c(n1)CCCC2 | -4 | -4
CCOc1ccccc1NC(=O)c1ccc(F)c(S(=O)(=O)N(CC)c2ccccc2)c1 | -3 | -6
CNCC(=O)N1CCC(CCOC)CC1 | -2 | 1

Bioassay records as filed in PubChem.
